Source: PubChem (several laboratories)
MT1-MMP txn act = activates MT1-MMP transcription | activation factor at 10 µM | AID 750 | HT1080 MT1-MMP promoter luciferase reporter, luminescence, overnight; hits give high values | hit rate 0.16% among 86,000;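 active = activation factor of at least 2 for MT1-MMP transcription at 10 µM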
sEH act = soluble epoxide hydrolase (human) activation; P34913; purified human sEH enzymatic activity, activator screen; activation, % at 2 µM; hit rate 0.04% among 91,000; in the data active = activation above about 37%; also: values of inactives mirror those of a sister screen read the other way
Smad3 FoxH1 inh = inhibitors of human Smad3 transcription factor binding; inhibition, % at 25 µM; hit rate 0.29% among 88,000; AID 630; P84022; TR-FRET Smad3/Dy647-FoxH1 peptide binding, europium anti-His;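 active = compounds that reduce the energy-transfer binding signal between the protein and its labelled peptide by more than half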;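 also: 0% = Smad3 plus labelled peptide maximal FRET and 100% = peptide-only background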
sEH inh = soluble epoxide hydrolase (human) inhibition; inhibition, % at 2 µM; hit rate 0.34% among 91,000; AID 707; recombinant human sEH enzymatic activity assay; in the data active = inhibition above about 80%; also: values of inactives mirror those of a sister screen read the other way; many of its hits are not listed in these tables
CD11b adhes inh = CD11b/CD18-fibrinogen binding inhibition | inhibition, % at 10 µM | hit rate 0.54% among 93,000 | P05107+P11215 | K562 CD11b/CD18 adhesion to fibrinogen, ATPlite luminescence; Mn2+ added to activate the integrin | AID 1497;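 active = primary inhibition of 50% or more at 10 µM, then 40% or more on retest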; also: some results filed as inactive read as strong as hits
Mac1 fbg enh = increases human CD11b/CD18 adhesion to fibrinogen | activation, % at 10 µM | AID 1499 | K562 CD11b/CD18 adhesion to fibrinogen, ATPlite luminescence | hit rate 0.07% among 93,000 | P05107+P11215;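 active = 10 µM primary screen giving 50% or more activity, confirmed by 40% or more on retest at that dose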; also: strong numbers were not always called active; reference of the scale not given here
ERb SRC1 inh = ER-beta (human) coactivator binding inhibition. AID 633. TR-FRET ER-beta LBD / SRC1-Cy5 peptide binding; receptor agonist-loaded with 1 µM estradiol. Q92731. inhibition, % at 25.6 µM. hit rate 1.3% among 86,000;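 active = compounds whose percent inhibition of the receptor-coactivator binding signal exceeds about 50% in the single-dose screen, limit read from the data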;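 also: 0% = receptor plus peptide wells without compound and 100% = peptide-only wells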
Target sequence (Q92731 whole entry, looked up, the tested form may be a part): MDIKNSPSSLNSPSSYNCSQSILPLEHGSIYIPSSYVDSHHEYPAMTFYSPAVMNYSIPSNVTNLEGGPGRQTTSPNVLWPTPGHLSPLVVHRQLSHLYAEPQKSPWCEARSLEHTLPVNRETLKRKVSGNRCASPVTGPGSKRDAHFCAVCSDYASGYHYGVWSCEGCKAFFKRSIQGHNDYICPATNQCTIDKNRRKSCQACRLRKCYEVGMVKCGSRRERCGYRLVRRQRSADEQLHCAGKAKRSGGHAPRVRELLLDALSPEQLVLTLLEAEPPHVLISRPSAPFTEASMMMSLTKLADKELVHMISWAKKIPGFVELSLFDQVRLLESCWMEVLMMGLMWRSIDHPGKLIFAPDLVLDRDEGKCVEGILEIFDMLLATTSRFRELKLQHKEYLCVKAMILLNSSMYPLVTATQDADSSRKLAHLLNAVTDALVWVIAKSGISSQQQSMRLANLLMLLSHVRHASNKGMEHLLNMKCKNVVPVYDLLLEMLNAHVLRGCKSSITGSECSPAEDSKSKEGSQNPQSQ
ERa coact pot = enhances coactivator binding to human estrogen receptor alpha; AID 639; TR-FRET ERalpha-LBD/SRC-Cy5 coactivator binding, 2 h; 100 = basal binding, no effect; P03372; hit rate 1.3% among 86,000; coactivator binding (% of control), % at 25.6 µM; in the data active = activity above about 200%;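 also: binding measured in presence of low estradiol as agonist stimulus; 0% = peptide alone without receptor and 100% = receptor with peptide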
Candida biofilm = kills Candida albicans biofilms; C. albicans biofilm + clotrimazole, Alamar Blue; inhibition, % at 6 µM; hit rate 0.14% among 85,000; AID 834;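 active = inhibition above 20%; inactive = inhibition below 20%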;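 also: preformed 24 hr biofilms exposed to compound for 48 hr; 0% = biofilm without compound and 100% = blank killed by clotrimazole plus chlorhexidine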
Numbers without * were called inactive; / = not tested or not shown; [ ] = another dose, or the depositor's remark.

Values run as follows: MT1-MMP txn act, sEH act, Smad3 FoxH1 inh, sEH inh, CD11b adhes inh, Mac1 fbg enh, ERb SRC1 inh, ERa coact pot, Candida biofilm
O=C(O)c1ccc(NS(=O)(=O)c2cccc3nsnc23)cc1
 : 1.1, -7.7, -6.4, 4.7, -9.8, -2.4, 1.3, 109.8[fluorescence artefact?], 3.1
Cc1cc(NC(=O)CN2CCC(n3nnc4cc(C(F)(F)F)ccc43)CC2)no1
 : 1, /, -1.1, /, 17.6, -0.1, -14.1[fluorescence artefact?], 108.5, 6.7
Fc1ccc(NCc2ccccc2F)cc1Cl
 : /, 1.7, /, -1.0, 11.3, 0.9, /, /, /
CC(C)O/C(=N\S(=O)(=O)c1ccc(Cl)cc1)c1ccccc1
 : 0.9, 9.0, -3.1, -7.5, 6.9, -6.4, -4.1, 111.8, 0.5
Cc1csc(NC(=O)c2nc3nc(C)cc(C)n3n2)n1
 : 1, /, 0.1, /, 12.2, -0.2, 1.7[fluorescence artefact?], 187.6[fluorescence artefact?], 3.0
CC(C)N1CC2(c3ccccc3)CN(C(C)C)CC(c3ccccc3)(C1)C2=O
 : 1.2, 12.7, 3.4, -10.9, /, /, 5.3, 108.6, 5.7
CCOc1ccc(NC(=O)CN2CCN(CC(=O)Nc3ccc4c(c3)OCCO4)CC2)cc1
 : 1.2, /, 9.9[fluorescence artefact?], /, 3.0, -2.6, -7.1, 118.0, 0.0
Cc1cc(C)nc(N2CCCC(C(=O)NCCc3ccc(F)cc3)C2)n1 (stereo unspecified)
 : 1.2, -67.2, 9.7, 67.6, -3.2, -6.8, 20.4, 113.0, 7.3
CN(C)c1ccc(C(=O)c2ccc(N(C)C)c(N)c2)cc1N
 : 1.4, -8.4, 3.6, 7.6, 5.1, -0.8, 1.7, 78.1, 3.0
CCOCCn1c(CN2CCN(c3ccc(F)cc3)CC2)nc2c1c(=O)n(C)c(=O)n2C
 : 1.2, /, -3.6, /, -0.1, -4.3, -7.0, 99.5, 6.3
Cc1ccc(CNC(=O)CN2CCN(Cc3ccc(C)cc3)C2=O)cc1
 : /, 14.9, 0.0, -13.2, -9.6, -1.1, 3.5, 110.1, 3.2
CS(=O)(=O)N(CC(=O)Nc1cccnc1)c1ccc2c(c1)OCO2
 : 1.1, 10.4, /, -10.5, -39.3, -3.9, /, /, /
COc1cc(C(=O)O/N=C(\N)c2ccncc2)cc(OC)c1OC
 : /, -0.1, /, 3.1, 7.0, 1.4, /, /, /
Cc1ccc2nsnc2c1S(=O)(=O)N(CCO)Cc1cc2cc3c(cc2[nH]c1=O)OCCO3
 : 1.1, /, 11.6, /, -12.5, -1.3, 6.0, 100.5, 8.9
N#Cc1nc(-c2cccs2)oc1NCCc1ccccc1
 : 1.5, 6.4, 3.3, -8.3, 12.6, -2.3, -1.8, 71.9[fluorescence artefact?], 2.0
CCCOc1ccc2oc(=O)c3c(c2c1)CCCN3C(=O)CN1CCc2ccccc2C1
 : 1.1, -14.2, 17.8[fluorescence artefact?], 16.3, -2.5, 3.0, -0.8, 100.2[fluorescence artefact?], 9.0
Cc1n[nH]c(=S)n1/N=C/c1ccccc1OCc1ccc(Cl)cc1
 : /, -9.7, /, 8.9, -14.7, 3.8, /, /, /
CC(C)CC(NC(=O)C(CC(C)C)NC(=O)OC(C)(C)C)C(=O)O (stereo unspecified)
 : 1.2, -50.3, 3.7, 51.2, -14.2, 3.6, 7.7[fluorescence artefact?], 113.5, -2.7
O=C(COC(=O)c1cccs1)NCC1CCCO1 (stereo unspecified)
 : 1.2, 9.8, 6.8, -9.3, -14.7, -3.5, -2.5, 95.6, 7.8
CC(NC(=O)NC1CCCCC1)C(c1cccs1)N1CCN(Cc2ccccc2)CC1 (stereo unspecified)
 : /, /, -15.4, /, -7.6, 2.7, 7.9, 79.4, 6.5
CCn1nnnc1SCC(=O)N1c2ccccc2Sc2ccccc21
 : 1.1, 0.8, 9.7, 4.1, /, /, -5.8, 90.0, 9.1
CN1C(=O)C2(c3ccccc31)N(C)CC(c1ccccn1)C21SC(=S)N(Cc2ccco2)C1=O (stereo unspecified)
 : 0.9, 11.3, 5.9, -13.4, 1.3, -1.2, -5.0, 100.7[fluorescence artefact?], 10.3
Cc1noc(C)c1S(=O)(=O)N1CCC(C(=O)N2CCN(c3ccc(Cl)cc3)CC2)CC1
 : /, -5.0, 0.8, 6.9, 2.9, -2.8, -5.5, 110.9, 7.9
CSc1nnc(-c2sccc2OCc2ccc(C)cc2)n1C
 : /, 6.7, /, -5.6, -2.1, 0.5, /, /, /
CC(Nc1nc2ncn(Cc3ccccc3)c2c(=O)[nH]1)C(=O)O (stereo unspecified)
 : /, -2.4, /, 3.2, 13.9, -1.6, /, /, /
c1ccc(CC2CNc3ccccc3CN2)cc1 (stereo unspecified)
 : 1.5, -1.8, 5.7, 3.0, -15.7, -2.8, -0.2, 111.9[fluorescence artefact?], 6.2
O=C(O)COc1cccc(NC(=O)c2ccccc2)c1
 : 0.9, /, 8.0, /, 0.1, 0.1, 9.0, 69.8[fluorescence artefact?], 10.0
CCOC(=O)C1(C(F)(F)F)N=C(c2cccnc2)OC(N2CCOCC2)=N1 (stereo unspecified)
 : 1.1, -10.1, -3.4, 10.6, 1.8, -3.7, 4.4, 107.4, 3.7
COc1ccc(-c2nc(SCc3ccccc3)n(S(C)(=O)=O)n2)cc1
 : 1, 10.8, 2.4, -9.4, 0.2, -1.3, -2.0, 105.9, 10.8
O=C(OCc1ccc(Cl)c(Cl)c1)c1cnccn1
 : /, 0.0, -2.6, 1.4, -16.4, 4.5, -7.6, 107.0, 10.5
CCCCCCOC(=O)C(C#N)c1nc2ccccc2nc1N1CCN(C)CC1 (stereo unspecified)
 : 1, 4.5, 0.0, -5.6, 21.5, -1.1, -5.0[fluorescence artefact?], 82.5[fluorescence artefact?], 7.7
O=C(COc1ccc2c(c1)OCO2)Nc1ccc2c(c1)oc1ccccc12
 : 1.3, -3.1, -2.1, 6.7, 5.2, 22.1, 25.3[fluorescence artefact?], 49.7[fluorescence artefact?], 7.2
COc1cc(OC)c(C2N(C)c3ccccc3N2C)cc1OC
 : 1.1, 2.6, 1.4, -2.0, 8.1, 2.6, 1.5, 103.8, -0.9
CC(=O)OC(C(=O)NC1CCCCC1)c1ccccc1 (stereo unspecified)
 : 1.1, 7.2, -3.3, -8.6, 14.5, 0.4, 19.6, 102.9, 6.6
COc1ccc(N2CCN(c3oc(COc4ccccc4)nc3C#N)CC2)cc1
 : 1, /, 1.6, /, /, /, 0.2, 106.5, 2.2
COc1ccc(NC(=O)CN2CCOCC2)cc1
 : /, 3.6, /, -5.8, 70.3, -4.0, /, /, /
CCNC(=O)C1CC(=O)N(c2ccc(OCC)cc2)C1 (stereo unspecified)
 : 1, /, -11.1, /, 0.3, -0.5, 4.4, 124.3, -1.1
COc1cc2ncnc(NCc3ccccc3C)c2cc1OC
 : /, 13.1, /, -10.8, -0.5, 4.8, /, /, /
COc1cc(OC)cc(OCC(O)Cn2cnc3cc(C)c(C)cc32)c1 (stereo unspecified)
 : 1.1, -4.7, 10.5, 3.8, -3.7, 4.2, 0.2, 124.0, 10.8
Cc1cc(=O)oc2cc(OCc3nnc(-c4ccccc4Br)o3)ccc12
 : 1, 9.6, 6.3[fluorescence artefact?], -10.0, -4.7, 2.4, 24.7[fluorescence artefact?], 132.2, 6.0
CC1=CC(C)(C)N(S(=O)(=O)c2ccc(F)cc2)c2ccc(C)cc21
 : 0.5, 3.4, 28.8, -4.4, 36.1, -2.8, -5.6, 92.2, 3.1
CCN(CC)S(=O)(=O)c1cccc(-c2nnc(SCC(=O)NC)n2CCc2ccccc2)c1
 : 1.1, /, 11.3, /, -16.4, 0.6, -7.5, 94.6[fluorescence artefact?], 2.7
Cc1cc(=O)oc2cc(OC(=O)CCN3C(=O)c4ccccc4C3=O)ccc12
 : /, 13.3, /, -10.8, 9.4, -0.1, /, /, /
c1coc(-c2nc3ccccc3nc2-c2ccco2)c1
 : 1, /, 8.1, /, 1.0, 0.4, 93.2*[fluorescence artefact?], 28.3, 8.8
COc1cccc2c(=O)n(CC(=O)N3CCN(c4ccccc4)CC3)ccc12
 : 1, 13.8, 9.9, -14.7, /, /, -7.4, 124.4, 3.7
Nc1cccc2cnccc12
 : 1.1, -2.1, /, 2.0, -9.5, -0.5, /, /, /
CN(C)c1ccc(CNc2ncc(Br)cc2Br)cc1
 : 1.5, 2.5, -2.5, -0.8, /, /, -3.4, 82.0, 7.3
CC1=C(C#N)C(c2ccc3ncccc3c2)C(C#N)=C(C)N1
 : 1.2, -2.9, -4.2, 6.0, -13.6, 7.8, -26.9, 101.5, 6.8

The list is partial (hit frequency here may not be typical).
